High-throughput results from PubChem.
PLK1 PBD inh – PLK1 (human) polo-box domain binding inhibition; Potency, µM, inactives show max response, negative = inhibition, hits mostly inhibitors; Plk1 PBD binding of FITC phosphopeptide, fluorescence polarization; P53350; hit rate 2.8% among 360,000; also: potency is read from the fitted curve at half-maximal effect; series mostly up to about 57 µM; % is scaled to controls: 0 for no effect and ±100 for the full control effect; nearly all actives have a fitted effect of over 65% in size
Target sequence (P53350 whole entry, looked up, the tested form may be a part): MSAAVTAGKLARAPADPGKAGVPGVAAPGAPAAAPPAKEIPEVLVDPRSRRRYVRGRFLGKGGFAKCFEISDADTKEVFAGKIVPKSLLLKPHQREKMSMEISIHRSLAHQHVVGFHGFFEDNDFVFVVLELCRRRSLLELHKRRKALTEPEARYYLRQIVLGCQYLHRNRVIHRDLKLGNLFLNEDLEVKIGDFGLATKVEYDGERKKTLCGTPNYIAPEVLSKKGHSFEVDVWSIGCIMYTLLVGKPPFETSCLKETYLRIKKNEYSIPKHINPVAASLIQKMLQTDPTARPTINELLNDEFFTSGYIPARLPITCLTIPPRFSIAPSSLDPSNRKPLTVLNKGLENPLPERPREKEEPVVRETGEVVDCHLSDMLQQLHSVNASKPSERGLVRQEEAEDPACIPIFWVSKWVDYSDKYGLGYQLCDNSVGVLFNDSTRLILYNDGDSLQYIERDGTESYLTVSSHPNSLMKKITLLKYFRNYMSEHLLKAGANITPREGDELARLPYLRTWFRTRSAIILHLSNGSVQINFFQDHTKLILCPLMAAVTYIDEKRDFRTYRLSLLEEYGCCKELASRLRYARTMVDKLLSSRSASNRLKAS
EPAC1 antag – blocks human EPAC1 exchange factor | AID 720709 | hit rate 0.14% among 360,000 | O95398 | Potency, µM (doses to about 115 µM), for the others: at the highest dose activity change, negative = inhibition, hits mostly inhibitors | EPAC1 GEF assay, Rap1b-BODIPY-GDP exchange fluorescence;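 also: potency is read from the fitted curve at half-maximal effect; plate controls were vehicle for no effect and positive control for full effect; nearly all actives have a fitted effect of over 50% in size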
FUS yeast rescue – FUS proteinopathy suppression in yeast | S. cerevisiae FUS-expressing, growth rescue, OD600, 24 h | Potency, µM (series often up to 76.6 µM), without a hit: at the top dose growth rescue (activation), actives largely listed as activators | hit rate 0.24% among 390,000;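 also: potency is read from the fitted curve at half-maximal effect; plate controls were DMSO vehicle for no effect and reference control for full effect; nearly all actives have a fitted effect of over 55% in size; some results filed as inactive show a strong effect at the top dose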
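S. cerevisiae expressing FUS from galactose induction served as the toxicity model. Growth after 24hr at 30C, read as absorbance at 600 nm, indicates suppression of toxicity; compounds dosed at several concentrations.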
WRN helicase inh – blocks human WRN helicase; Q14191; WRN helicase unwinding, fluorescent forked duplex, kinetic; Potency, µM (doses to about 114 µM), without a hit: top-dose activity change, negative = inhibition, most hits filed as inhibitors; hit rate 0.46% among 360,000; also: potency is read from the fitted curve at half-maximal effect; % is scaled to controls: 0 for no effect and ±100 for the full control effect; nearly all actives have a fitted effect of over 55% in size
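Fluorescence dequenching readout, ex 525 nm/em 598 nm, kinetic mode: forked duplex DNA (100 nM final) with adjacent fluorophore and quencher unwound by WRN (20 nM final) with 2 mM ATP. Compound preincubation 15 min, room temperature.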
IL-2 act – activates IL-2 in a cell-based reporter assay; IL-2 activation reporter assay, cell-based qHTS; stimulated with anti-CD3/CD4/CD28 beads; in transgenic mouse T cells; activation, % (series mostly up to about 46 µM); hit rate 0.065% among 360,000; in the data active = activation above about 50%; inconclusive = mostly about 30% to 49%; also: 0% is about no effect
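Unstimulated transgenic mouse T cells; 60-min compound exposure; bead-based TCR/CD4/CD28 stimulation; 18 h culture, 37 degrees C; dual fluorescence (EGFP, DsRed) plate cytometry.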
Abeta yeast res – restores growth of yeast expressing A-beta42 peptide; yeast expressing A-beta42, growth rescue, OD600, 48 h; response scale: 0% DMSO, 100% iron-clioquinol control; Potency, µM (series often up to 46.1 µM), for the others: top-dose growth rescue, actives largely listed as activators; hit rate 0.063% among 410,000; AID 1347071; also: potency is read from the fitted curve at half-maximal effect; nearly all actives have a fitted effect of over 55% in size
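Yeast A-beta toxicity model in growth medium with pinned compounds, 48 h at 30 C; growth read as absorbance at 600 nm. Normalized to FeCl3/clioquinol equimolar mix (positive) and DMSO (negative).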
EPAC1 ag – EPAC1 (human) agonism. O95398. AID 720707. Potency, µM (highest dose often 154 µM), for inactives: at the highest dose activation, actives largely listed as activators. hit rate 0.073% among 360,000. EPAC1 agonist qHTS, biochemical assay; response scale: 100% = response to 6.5 mM cAMP; also: potency is read from the fitted curve at half-maximal effect; nearly all actives have a fitted effect of over 60% in size
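EPAC1 100 nM, Rap1B–BODIPY-GDP 250 nM, unlabeled GDP 50 uM; compound titration; 5 min RT; kinetic read ex480/em540 at 5-min intervals ×30 min; data normalized to 6.5 mM cAMP agonist control.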
PI5P4Ka inh – PI5P4K alpha (human) kinase inhibition | max response, % | P48426 | PI5P4Kalpha enzyme, ADP-Glo luminescence, 60 min; stronger effect = lower value | hit rate 1.2% among 330,000; active = max response of -50% or lower; inconclusive = between -30% and -50%; inactive = -30% or higher; also: value at the top dose of about 77 µM; % is scaled to controls: 0 for no effect and ±100 for the full control effect
Target sequence (P48426 whole entry, looked up): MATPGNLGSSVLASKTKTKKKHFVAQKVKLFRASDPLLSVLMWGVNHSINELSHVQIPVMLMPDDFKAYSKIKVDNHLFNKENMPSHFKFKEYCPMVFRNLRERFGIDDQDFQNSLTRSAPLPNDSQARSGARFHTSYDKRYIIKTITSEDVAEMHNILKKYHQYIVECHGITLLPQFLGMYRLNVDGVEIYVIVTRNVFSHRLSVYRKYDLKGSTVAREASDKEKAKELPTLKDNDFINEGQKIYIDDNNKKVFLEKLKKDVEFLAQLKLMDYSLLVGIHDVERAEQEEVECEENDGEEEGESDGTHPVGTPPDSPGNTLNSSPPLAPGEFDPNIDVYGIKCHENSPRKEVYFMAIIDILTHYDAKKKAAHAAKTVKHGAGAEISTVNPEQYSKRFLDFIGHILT
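PI5P4Kalpha ADP-Glo assay; 5 microM ATP final; 60 min RT reaction; HEPES pH 7.4/EGTA/CHAPS, 5% DMSO; controls lacking substrate or enzyme; luminescent end-point.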
* = called active by the depositor; ? = inconclusive; . = not tested or not shown; [ ] = remark or other dose. Unless noted, calls follow the shape of the dose curve; as a rule, active = well fitted curve in the direction sought with a large enough effect; inconclusive = small, poorly fitted or top-dose-only effect, or another doubt; inactive = no such curve, though single readings can be large; an effect the other way counts as inactive or inconclusive. Rows were taken by chance, and some 4.1% of all compounds hit somewhere here.

SMILES	PLK1 PBD inh	EPAC1 antag	FUS yeast rescue	WRN helicase inh	IL-2 act	Abeta yeast res	EPAC1 ag	PI5P4Ka inh
O=C(O)CSc1nnc(-c2ccccc2)o1	-7.3%	8.6%	10.5%	11.3%	0.5	-14.4%	0.6%	-4.1
COc1ccc(C(=O)Oc2c(OC)cc(C(=S)N3CCOCC3)cc2OC)cc1OC	21.2µM*	-18.1%	?	-6.7%	0.3	-17.0%	-5.3%	-26.3
CC(=O)Nc1ccc(S(=O)(=O)NC(C)c2ccccc2)cc1 (stereo unspecified)	-1.5%	-27.0%	5.9%	7.8%	-0.8	4.0%	-3.3%	-4.1
N#Cc1c(-c2cccc([N+](=O)[O-])c2)nc2n(c1=O)CCS2	-4.7%	-5.8%	20.7%	-20.4%	-2.3	?	1.3%	-14.0
Cc1cccc(NC(=O)CSc2nnnn2-c2cccnc2)c1	-6.8%	15.5%	8.9%	-4.8%[57.1 µM]	-1.4	-11.6%	-2.6%	.
CC1=NN(C(=O)c2ccc(Cn3nc(C)c([N+](=O)[O-])c3C)cc2)C(O)(C(F)(F)F)C1 (stereo unspecified)	-9.1%	-3.2%	16.3%	-2.2%	-0.5	14.1%	16.0%	.
O=C(Nc1ccc(Cl)c(Cl)c1)N1N=CCC1c1ccccc1 (stereo unspecified)	-11.5%	-17.6%	?	-24.3%	-0.1	8.6%	6.7%	18.8
CC(C)NC(=O)c1ccc(C(C)C)cc1	-10.6%	11.9%	1.0%	11.8%	-0.7	1.0%	7.5%	3.0
CCOC(=O)c1cn(CC)c2cc(N3CCCCC3)c(F)cc2c1=O	-2.7%	-6.3%	6.6%	8.9%	2.5	-5.3%	-8.1%	-1.8
N#Cc1cc(Oc2ccc3ccccc3c2)c(-n2nnc3ccccc32)cc1C#N	-2.0%	-1.9%	16.6%	-1.6%	-0.7	0.7%	4.8%	.
CC(C)(C)n1cnnc1Sc1ccc([N+](=O)[O-])cn1	-19.7%	-7.3%	2.2%	3.5%	-0.2	1.9%	9.3%	1.5
COc1cc(OC)c(-n2c(C)cc(C=O)c2C)cc1Cl	-7.9%	-3.6%	34.8%	-3.1%	-2.7	0.4%	1.8%	.
NS(=O)(=O)c1cc(C(=O)OCC(=O)c2ccccc2)c(Cl)cc1Cl	-5.1%	-20.8%	8.3%	5.8%	0.1	5.4%	20.5%	-1.4
O=C(CNS(=O)(=O)c1ccc(F)cc1)Nc1ccccc1	-18.9%	24.5%	4.1%	3.2%	-0.7	8.3%	8.1%	-4.4
Cc1ccn2c(NC(C)(C)C)c(-c3cccs3)nc2c1	-23.2%	2.6%	-12.4%	-5.2%	-1.0	-0.6%	1.7%	0.4
CC(NC(=O)C(=O)NCc1cccs1)c1ccccc1 (stereo unspecified)	2.6%	6.9%	-4.9%	1.9%	-3.4	-9.6%	14.6%	0.6
Cc1ccc(N(CN2C(=O)c3ccccc3C2=O)C(=O)c2ccc([N+](=O)[O-])cc2[N+](=O)[O-])cc1	-1.6%	4.1%	27.2%	-8.3%	0.6	30.5%	17.3%	2.2
CCOC(=O)c1c(Cl)c(C)nn1-c1nc(OC)cc(OC)n1	-8.4%	-17.7%	.	6.7%	-0.5	-5.4%	9.4%	-4.7
COc1ccc(N2CCN(C(=O)COC(=O)CCOc3ccc(C)cc3)CC2)cc1	-7.3%	9.8%	8.0%	1.3%	-1.4	-3.4%	-5.6%	-1.7
CCC1=C2CC[C@H]3C(=O)N(CC)C(=O)[C@H]3[C@H]2[C@@]2(Cc3ccccc3)C(=NCCOC)OC(=O)N2C1=O	-18.8%	-12.7%	-11.8%	-2.7%	0.1	-15.9%	-13.9%	-7.1
O=C(NCc1cccs1)C(=O)NCC1OCCCN1S(=O)(=O)c1cccs1 (stereo unspecified)	-11.4%	0.1%	19.9%	-3.3%	-1.8	-11.6%	-3.0%	-12.5
C[C@H]1CN([C@@H](C)CO)S(=O)(=O)c2ccc(Br)cc2O[C@@H]1CN(C)C(=O)Cc1ccccc1	2.8%	2.8%	?	3.7%	-4.0	-1.6%	-4.6%	0.1
CC1CCc2nn(CC(=O)NCCN3CCCCC3C)cc2C1 (stereo unspecified)	-4.5%	-23.8%	-3.6%	1.2%	3.1	-1.9%	1.0%	3.9
N#C/C(=C\c1cccc(Oc2ccccc2)c1)C(=O)N1CCOCC1	?	?	-3.3%	-15.5%	-6.3	22.8%	7.6%	0.9
COCCNC(=O)COc1ncnc2scc(-c3ccc(F)cc3)c12	6.1%	11.6%	-25.1%	1.6%	-0.2	-7.3%	-7.6%	-7.4

Ordered by the number under PI5P4Ka inh (smallest number first): some entries from above
| canonical_smiles | PI5P4Ka inh |
| --- | --- |
| N#Cc1c(-c2cccc([N+](=O)[O-])c2)nc2n(c1=O)CCS2 | -14.0 |
| O=C(O)CSc1nnc(-c2ccccc2)o1 | -4.1 |
| C[C@H]1CN([C@@H](C)CO)S(=O)(=O)c2ccc(Br)cc2O[C@@H]1CN(C)C(=O)Cc1ccccc1 | 0.1 |

A few values from the entries so far.
In PLK1 PBD inh, `CC1=NN(C(=O)c2ccc(Cn3nc(C)c([N+](=O)[O-])c3C)cc2)C(O)(C(F)(F)F)C1` (stereo unspecified) is listed with -9.1%
In EPAC1 ag, `CCOC(=O)c1cn(CC)c2cc(N3CCCCC3)c(F)cc2c1=O` is listed with -8.1%

Further records
SMILES	PLK1 PBD inh	EPAC1 antag	FUS yeast rescue	WRN helicase inh	IL-2 act	Abeta yeast res	EPAC1 ag	PI5P4Ka inh
N#Cc1ccc(CSc2nnc(NC(=O)CN3C(=O)C4CC=CCC4C3=O)s2)cc1 (stereo unspecified)	-26.7%	2.6%	40.7%	-2.3%	-2.0	2.2%	2.6%	-18.6
O=c1oc2c(-c3cccc(F)c3)cc(O)cc2s1	?	?	-3.6%	-13.6%	-0.9	-36.0%[inhibitor]	4.4%	-18.3
O=C(Cn1nc(-c2ccccc2)oc1=O)OCC(=O)c1ccccc1	-1.4%	-10.1%	3.1%	-18.3%	0.1	13.7%	-4.6%	3.5
COc1ccccc1N1CCN(/N=C/c2cc(OC)c(OC(C)=O)c(OC)c2)CC1	-10.0%	1.9%	-18.7%	-4.7%	-0.9	7.7%	9.4%	-0.5
Cc1onc(-c2c(F)cccc2Cl)c1C(=O)N1C=CC(C(F)(F)Cl)=NCC1	-0.8%	-26.8%	7.5%	-2.3%	-2.4	14.7%	14.0%	.
COc1cc(CN2CCCC(C)C2)ccc1OCc1ccccc1 (stereo unspecified)	7.1%	-1.9%	-1.6%	-7.3%	0.2	4.6%	9.9%	-6.8
Cc1ccc(S(=O)(=O)NCCc2c[nH]c3ccccc23)cc1	-15.0%	-9.5%	8.0%	-5.3%[57.1 µM]	1.2	11.4%	5.0%	7.9
Fc1ccc(-n2c(=S)[nH]c3cccnc32)cc1	11.9µM*	-19.4%	5.3%	-6.0%	-0.4	-15.7%	8.3%	-1.2
COc1ccc(OC)c(-c2nn(-c3ccccc3)cc2C(=O)NCC(c2cccs2)N2CCOCC2)c1 (stereo unspecified)	0.5%	-12.3%	5.5%	-3.4%	-3.0	13.1%	6.8%	8.0
CCN(CC(=O)Nc1ccc(NC(C)=O)cc1)C(=O)c1ccc(COc2ccc(C(C)(C)C)cc2)cc1	-2.3%	-7.0%	5.1%	-9.3%	0.3	3.6%	-4.1%	16.2
O=C(NCc1ccccc1)c1cc(-c2cccs2)on1	-5.7%	10.2%	12.5%	-5.7%	-1.5	-11.4%	-9.1%	.
CN1CCN(c2ncnc3c2ncn3[C@H]2CN(Cc3ccc(C(=O)O)cc3)C[C@@H](CO)O2)CC1	4.0%	-6.8%	-14.6%	-5.6%[57.1 µM]	0.6	-1.2%	1.5%	-1.0
O=C(c1ccccc1)N1CCN(C(=S)NCc2ccc3c(c2)OCO3)CC1	-23.8%	-14.7%	-25.6%	1.0%	-1.7	-7.1%	0.3%	-1.3
CN(C)CCCNC1CS(=O)(=O)CC1O (stereo unspecified)	-6.3%	0.9%	8.0%	1.8%	0.7	-13.2%	-3.4%	2.6
CC(=O)C1C(c2ccccc2OC(F)F)NC(=O)NC1(O)C(F)(F)F (stereo unspecified)	-14.0%	?	13.7%	-7.5%	-2.2	1.6%	-1.5%	0.3
Clc1ccc(CN2C3=NCCCN3c3ccccc32)c(Cl)c1	3.3%	-12.7%	-7.4%	7.5%	-1.8	-9.2%	-5.9%	2.1
CCOC(=O)C1CCN(C(=O)c2ccccc2N(C)S(C)(=O)=O)CC1	-13.7%	3.8%	19.8%	4.3%	-4.6	2.8%	3.7%	.
CCC(CC)c1nnc(NC(=O)C2CC(=O)N(c3ccc4c(c3)OCCO4)C2)s1 (stereo unspecified)	-1.4%	-2.8%	.	1.9%	-0.7	7.5%	-12.1%	-1.6
CC(=O)c1cn(CCOc2ccc(F)cc2)c2ccccc12	-7.0%	-21.2%	-7.5%	2.1%	-0.3	?	8.1%	1.3
Cc1ccc(F)cc1NC(=O)CN1C(=O)NC(C)(c2ccc3c(c2)OCCO3)C1=O (stereo unspecified)	2.8%	5.1%	17.2%	3.1%	1.7	17.3%	-5.8%	-4.0
COc1cccc(C2Nc3ccccc3NC3=C2C(=O)CC(C)(C)C3)c1OC (stereo unspecified)	-14.9%	0.8%	6.6%	-14.0%	-0.3	-11.0%	-4.5%	-0.4
Clc1cnc(N/N=C/c2ccco2)c(Cl)c1	-4.8%	5.6%	.	-27.8%	0.3	4.9%	5.5%	4.4
CCN(CC)C(=O)c1nc[nH]c1C(=O)N(CC)CC	3.6%	1.6%	-20.7%	0.2%	0.4	3.4%	15.4%	9.5
Cc1ccc(Nc2nc(-c3c(C)nc4ccccn34)cs2)cc1	-1.9%	3.8%	.	0.5%	-0.5	-12.2%	-4.1%	-2.9
COCc1cc(C)nc(Nc2ccccc2OC)c1C#N	-12.4%	0.3%	-10.0%	-3.4%	-0.6	-27.9%	-10.3%	3.8
CSc1ccc(C(=S)N2CCN(CCO)CC2)cc1	26.7µM*	5.0%	-27.0%	5.9%	1.5	0.4%	-0.1%	.
CCOC(=O)[C@]12CCCC=C1N(Cc1ccc(Cl)cc1Cl)C(=O)[C@H](CC(=O)NCCCCc1ccccc1)C2	3.6%	9.0%	27.5%	-3.4%	-0.5	6.6%	-7.3%	19.8
C=CCC[C@@H](Cc1ccc(F)cc1)C(=O)OC[C@@H](Cc1c[nH]c2ccccc12)NC(=O)[C@H](CC=C)CC(=O)N[C@H](CO)Cc1ccccc1	-4.4%	-8.9%	12.8%	-6.2%	-2.4	0.0%	-11.0%	9.0
